Pf Dd2 growth: inhibitors of Plasmodium falciparum Dd2 growth. P. falciparum Dd2 growth, SYBR Green, 72 h. Potency, µM (highest dose often 28.9 µM), inactives show top-dose activity, negative = inhibition, actives largely listed as inhibitors. 4.3% of 120,000 active; active = well fitted inhibition curve with a large enough effect; inconclusive = small, poorly fitted or top-dose-only effect; inactive = no such curve, though single readings can be large or run the other way;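 note: plate controls were DMSO vehicle for no effect and reference drug for full effect; nearly all actives have a fitted effect of over 65% in size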
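Readout: SYBR Green fluorescence, 485 nm excitation, 535 nm emission, after ~16 h lysis at 37C. Before that, Dd2-infected red cells (2.5% hematocrit) grew 72 h with compound, 29 uM top final concentration.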
The depositor's hits bear a star; i = inactive; ? = inconclusive; ! = a repeat was not active; [ ] = remark or other dose. Potency is the fitted concentration of half-maximal effect.

Structure,Pf Dd2 growth
O=C(Nc1nnc(S(=O)(=O)N2CCCCCC2)s1)c1ccccc1,-10.7%
CN1CC[C@H]2CN(C(=O)c3scc4c3OCCO4)C[C@@]2(C(=O)O)C1,-10.3%
CCN(CCCNC(=O)C1CCN(c2cn[nH]c(=O)c2)C1)c1ccccc1 (stereo unspecified),-23.4%
O=C(/C=C/c1ccccc1)Nc1nc2n(n1)C(c1ccc(F)cc1)C=C(c1ccccc1)N2 (stereo unspecified),10µM*
CN(C)c1cccc(C(=O)N2CCC(c3ccncc3)CC2)c1,-15.9%
O=C1CCN(C(=O)CN2CCCCCC2)CCCC(c2nc(-c3cccnc3)no2)CCN1 (stereo unspecified),i
CN(Cc1ccco1)S(=O)(=O)c1nnc(NC(=O)c2ccccc2)s1,-2.4%
CN1CCN(c2ccc3nnc(-c4cc(C(=O)Nc5cccc(Cl)c5)ccn4)n3n2)CC1,i
Cc1cc(F)ccc1OCC(=O)c1ccc2c(c1)N(CC(=O)NC1CCCCC1)C(=O)CO2,-10.9%
CC(C)NC(=O)Nc1ccc([C@H]2OCC(=O)N(Cc3cccnc3)[C@@H]2CO)cc1,9.6%[44.1 µM]
CS(=O)(=O)Nc1cc(-c2noc([C@@H]3CCCN3C3CCOCC3)n2)ccn1,19.9%[44.1 µM]
COC[C@@H]1CN(Cc2c(F)cccc2Cl)C[C@H]1C(=O)NC1CC1,-19.2%
CCOc1ccc(-c2cc3c(=O)n(CCNC(=O)c4ccc(C)c(C)c4)ccn3n2)cc1,-6.1%
CCc1ccc2occ(CC(=O)Nc3ccc(C)c(C)c3)c2c1,-14.6%
Cc1csc2nc(COC(=O)c3ccc(NC(=O)COc4ccccc4F)cc3)cc(=O)n12,0.7%
Cc1ccc(NC(=O)C(Cc2ccccc2)NS(=O)(=O)c2ccc3c(c2)oc(=O)n3C)cc1C (stereo unspecified),-17.2%
O=C(NCCc1ccc(Cl)cc1)c1ccc(CSCc2cccc(Cl)c2)o1,-5.0%
COc1ccc(-c2cc(OC(=O)c3cccc(C)c3)c3c(C)oc(C)c3c(=O)c2)cc1,?
CC(C)(C)C(=O)N1CC[C@@H](CC(=O)O)[C@@H](CC2=NCCc3cc(F)ccc32)C1,i
Cn1c(=O)c2sccc2n2c(CCC(=O)NCc3ccc(Cl)cc3)nnc12,?
COc1ccccc1CCNC(=O)CCn1c(=O)c2cccn2c2ccc(F)cc21,?
COc1cccc(CN2c3ccccc3-c3nc(SCC(=O)Nc4cccc(C)c4)ncc3S2(=O)=O)c1,?
O[C@H]1[C@H](NCc2ccncc2)[C@H]2CO[C@H](O2)[C@@H]1N1CCN(c2ccccc2)CC1,i
CC1(C(=O)NCc2cccs2)CCCCC(=O)N1 (stereo unspecified),i
O=C(CN1CC2CC(C1)[C@H]1CCCC(=O)N1C2)N1CCSCC1 (stereo partly specified),-1.4%
CN(C(=O)c1ccc2c(c1)NC(C)(CNCc1ccccc1)CO2)c1ccccc1 (stereo unspecified),?
CCOC(=O)c1c(NC(C)=O)c2c3c(sc2n1Cc1nc(-c2ccc(Cl)cc2)oc1C)CCCC3,32.0%[activator]
COCCNC(=O)[C@@H]1C[C@@H](O)CN1C1CCN(C(=O)c2ccccc2)CC1,7.7%
CC1Oc2ccc(NC(=O)c3ccc([N+](=O)[O-])cc3)cc2CN(Cc2ccccc2F)C1=O (stereo unspecified),i
CC(=O)N1CC2(CCN(Cc3ccccn3)C2)Cc2ccccc21 (stereo unspecified),-1.0%
CC1(c2ccccc2)N(Cc2ccc(O)cc2)C(=O)OC12CCN(Cc1ccc(C#N)cc1)CC2 (stereo unspecified),?
CC(C)C(=O)N1Cc2ccccc2CC2(CCCN2C)C1 (stereo unspecified),10µM*
CCC(C(=O)NCCc1ccc(OC)c(OC)c1)n1nc(C)c2sc3ccccc3c2c1=O (stereo unspecified),-21.8%
O=C(NCCCc1ccccc1)c1n[nH]c2c1CN(C(=O)c1ccc(F)cc1F)CC2,-12.7%
O=C([C@H]1O[C@H](CCN2CCC(CO)CC2)CC[C@@H]1O)N1CCN(c2ccccc2)CC1,i
C=C[C@H]1CN2CC[C@H]1C[C@@H]2CNS(=O)(=O)Cc1ccccc1,7.08µM*
COc1ccc(-c2noc(-c3ccc(N4CCOCC4)c([N+](=O)[O-])c3)n2)cc1,77.7%[activator]
Cc1ccc(NC(=O)c2cc3n(n2)CC(c2ccc(Cl)cc2)OC3)c(Cl)c1 (stereo unspecified),-24.1%
COCc1noc(CCNC(=O)C2CC3(CCNCC3)CN2)n1 (stereo unspecified),24.4%
COc1ccccc1CNC(=O)C1CCN(c2ncnc3c2nc2n3CCCCC2)CC1,9.6%
CCN(c1ccccc1)c1nnc(NC(=O)Nc2ccc(Br)c(C)c2)s1,1.8%
CCn1cc(S(=O)(=O)N2CCC3(CC2)CN(C2CCC2)CC3COC)cn1 (stereo unspecified),?
O=C(Nc1nnc(S(=O)(=O)N2CCCc3ccccc32)s1)c1ccccc1Cl,-12.0%
CC[C@H]1CN(C(=O)Nc2ccccc2)CC[C@H]1CC(=O)NCc1ccc(F)cc1,-25.0%[44.1 µM]
COC(=O)CN1CCOC(c2ccc3cc(OC)ccc3c2)C1 (stereo unspecified),-16.4%
CCC(C)OC(=O)/C(C#N)=C\c1ccc(-c2ccccc2Cl)o1 (stereo unspecified),79.2%[activator]
O=C(NCCOc1ccccc1)c1ccc2c(c1)OCCN(c1ccccc1)C2,-12.1%[44.1 µM]
CCN(CC)c1ccc(NC(=O)C(NS(=O)(=O)c2cccs2)C(C)C)c(C)c1 (stereo unspecified),?
CSCC(=O)N1C[C@@H](C(=O)O)[C@H](c2ccc3c(c2)OCO3)C1,-0.1%
COc1ccc(-c2cn3c(n2)CO[C@@H](CNCc2ccccc2OC)C3)cc1,?

Next part.
Structure,Pf Dd2 growth
COc1ccccc1C(=O)Nc1nnc(S(=O)(=O)N2CCCCCC2)s1,5.0%
O=c1[nH]c(C2CCCN(Cc3cccc(-c4cccs4)c3)C2)nc2ccc(F)cc12 (stereo unspecified),8.91µM*!
Cn1c(=O)c2cc(C(=O)NCCCN3CCN(c4cccc(Cl)c4)CC3)sc2c2ccccc21,-1.1%
Cc1cc(S(=O)(=O)N[C@@H]2CN(C)C[C@H]2CN(C)C)ccc1F,?
CSc1ncc(C(=O)NCc2cccc(C)c2)c(-c2ccccc2)n1,10.0%
CC1=NS(=O)(=O)N(Cc2ccccc2)C=C1C(=O)OCc1c(C)noc1C,-3.7%
COc1cc(Cl)ccc1C(=O)N1C[C@@H](CO)[C@H](c2nc(C)no2)C1,1.6%
COc1cccc(C(c2c(O)cc(C)n(Cc3ccco3)c2=O)N2CCC(C)CC2)c1 (stereo unspecified),21.4%
COc1ccc(NC(=O)C2CCN(c3cc(C(F)(F)F)ncn3)CC2)cc1OC,11.2µM*
Cn1nccc1-c1cccc(CCOc2cnc3c(ccn3CC(=O)O)c2)c1,i
COc1ccc(-n2c(C)nc3c(cnn3-c3ccc(F)cc3)c2=O)cc1,-14.0%
CC[C@H]1CN(C(=O)c2ccc(F)cc2)CC[C@H]1CC(=O)NC1CCCC1,i
Cn1nccc1C(=O)N1CCC(c2cc(-c3ccc(F)cc3)n[nH]2)CC1,4.7%[5.79 µM]
O=C(NCc1nnc2ccc(-c3ccccc3)nn12)c1ccccc1F,-13.7%
c1cn(-c2ccc(Oc3nn[nH]n3)cc2)c(-c2cc3n(n2)CCNC3)n1,-13.2%
COc1ccccc1CNC(=O)c1ccc(CN2C(=O)NC3(CCOCC3)C2=O)cc1,-6.6%
COc1ccc(-c2cc(OC(=O)c3ccccc3C)c3c(C)oc(C)c3c(=O)c2)cc1,?
CN1CCN(c2nc3c(c(=O)[nH]2)CCN(Cc2cccc4[nH]ccc24)CC3)CC1,24.4%[5.79 µM]
O=C(C1CCOCC1)N1CCC(c2noc(COc3ccc(F)cc3)n2)C1 (stereo unspecified),-19.7%
CN(C)C(=O)N1CCC2(CC1)CN(C(=O)CCc1c[nH]c3ccccc13)Cc1ccccc1O2,5.01µM*

Five structures already listed, ordered by number of heavy atoms, lowest first.
Structure,Pf Dd2 growth
CC[C@H]1CN(C(=O)c2ccc(F)cc2)CC[C@H]1CC(=O)NC1CCCC1,i
O=C(C1CCOCC1)N1CCC(c2noc(COc3ccc(F)cc3)n2)C1 (stereo unspecified),-19.7%
CN1CCN(c2nc3c(c(=O)[nH]2)CCN(Cc2cccc4[nH]ccc24)CC3)CC1,24.4%[5.79 µM]
COc1ccc(-c2cc(OC(=O)c3ccccc3C)c3c(C)oc(C)c3c(=O)c2)cc1,?
CN(C)C(=O)N1CCC2(CC1)CN(C(=O)CCc1c[nH]c3ccccc13)Cc1ccccc1O2,5.01µM*

Further structures.
Structure,Pf Dd2 growth
COc1cc2c(cc1OC)C(C[C@H]1CN(C(=O)Cc3cccs3)CC[C@H]1CC(=O)O)=NCC2,-12.2%
Cn1cc(CN2C[C@@H](F)[C@@H](OCc3nc4ccc(C(F)(F)F)cc4[nH]3)C2)cn1,-0.6%[44.1 µM]
CCCOC1CCCN(C(=O)c2cc(Cl)ccc2OC2CCN(C(C)=O)CC2)C1 (stereo unspecified),-8.9%
CCc1ccc(NC(=O)N2CCN(C(=O)c3nsc4ccccc34)CC2)cc1,i
Cc1ccc(C2Cn3nnc(-c4nc(C5CCCCC5)no4)c3CO2)c(C)c1 (stereo unspecified),i
COc1ccc(C(=O)N2CCCC(C(=O)NCc3ccccc3)CCNC(=O)CC2)cc1F (stereo unspecified),i
Cn1cc([C@@H](NC(=O)c2cccc3c2NCCC3)C2CC(O)C2)cn1 (stereo partly specified),2.2%
CCNC(=O)NC[C@H]1O[C@H](Cc2cc(COC)on2)CC[C@@H]1O,-4.9%[44.1 µM]
CCc1c(C(=O)N2CC[C@@H]3[C@@H](CCC(=O)N3CCN)C2)csc1C,-1.6%
CCCc1ccc(S(=O)(=O)N2CCC(c3c[nH]c4c(C)cccc34)CC2)cc1,-24.5%
CCc1nc2c(c(-c3ccc(Cl)cc3)n1)CN(C(=O)C1CC1)CC2,-8.2%[44.1 µM]
COC1CCC12CCN(Cc1ccc(F)c(F)c1)CC2 (stereo unspecified),i
O=C1CCC2(CNC(=O)c3cccnc3)CCCC=C2N1 (stereo unspecified),-19.6%
COc1ccc(C(=O)N2CCc3cc(OC)c(OC)cc3C2COc2ccc3c(C)cc(=O)oc3c2)c(OC)c1 (stereo unspecified),?
CSCCC(NS(=O)(=O)c1ccc2c(c1)oc(=O)n2C)C(=O)N1CCN(c2ccc(C(C)=O)cc2)CC1 (stereo unspecified),14.8%
Cc1ccc2ncc(C(=O)Nc3ccc(OC(F)(F)F)cc3)c(=O)n2c1,5.4%
O=C(CCn1ccc2cc(S(=O)(=O)N3CCCC3)ccc21)NCc1cccc(Cl)c1,?
CCOc1ccc2oc(=O)cc(CN3CCN(C(=O)c4ccc(OC)c(OC)c4)CC3)c2c1,-9.2%
COc1ccccc1OC1(C(=O)O)CCN(C(=O)CC2CC2)CC1,-8.6%
CC(C)CN1CCc2[nH]cnc2C12CCN(C(=O)CN1CCOC1=O)CC2,-7.8%
CS(=O)(=O)Nc1ccc(C2(C(=O)O)CCCCC2)cc1,-6.3%
CCc1ccc(NC(=O)c2cc3c(=O)n(Cc4cccnc4)ccc3nc2C)cc1,-0.8%
CC(C)CC(=O)N1CCC2(CC1)NCc1ccccc1-n1ccnc12,99.5%[activator][5.79 µM]
Cc1ccc(Cl)cc1-n1nc(-c2c(C)nc3scc(CC(=O)NCCC(C)C)n3c2=O)cc1C,7.94µM*
O=C(NCc1ccc2c(c1)OCO2)c1nc(-c2cccnc2)c2cnccn12,i
CC(C)NC(=O)N1CCC2(CC1)C(=O)NCN2C(=O)Cc1ccc(O)cc1,-1.5%
Cc1cccc(C(=O)N2C(C(=O)NC3CC3)COC23CCN(C(=O)Cc2ccccc2)CC3)c1 (stereo unspecified),i
COc1cccc(N2CCN(C(=O)c3ccc4c(c3)N(C)C3CCCCCN3C4=O)CC2)c1 (stereo unspecified),?
Cc1cccc(NC(=O)CSc2nc(-c3ccccc3Cl)nc3c2Cc2c(CO)cnc(C)c2O3)c1C,-1.4%
O=C(Nc1cccc(C(F)(F)F)c1)c1nc2c(o1)CCN(Cc1ccccc1)CC2,i
O=C(c1ccsc1)N1CCC2(CC1)NC(=O)N(Cc1cccc(Cl)c1)C2=O,-14.7%
NC(=O)[C@H](CC1CCCCC1)NC(=O)[C@H]1CN(C(=O)C2CCNCC2)CCN1C(=O)C1CCNCC1,19.4%
CC(C)N1C[C@H](O)C[C@H]1c1nnc2n1CCN(C(=O)c1cccs1)C2,?
CNC(=O)c1ccc2c(c1)C1(CCN(CC3CC3)C1)CN2Cc1ccccc1 (stereo unspecified),79.5%[activator][44.1 µM]
COc1ccccc1-c1ccc2ncn(-c3ccc(F)cc3F)c(=O)c2n1,?
CC1=C[C@@H](CNC(=O)c2ccncc2)[C@H](C(C)C)C[C@H]1CC(=O)N1CCCC1,?
CC1(CNCc2ccccc2)COc2ccc(C(=O)Nc3cccnc3)cc2N1 (stereo unspecified),-23.1%[44.1 µM]
C[S+](=O)([O-])Nc1cccc(Nc2ncc(-c3cccc(F)c3)c3c2OCC3)c1,?
CC1CCC(NC(=O)c2ccc3c(c2)N(Cc2ccccc2F)C(=O)c2ccccc2S3(=O)=O)CC1 (stereo unspecified),-13.5%

Only part of the results is shown. The share of hits here may be higher or lower than overall.
